inhibitors of VEEV – inhibitors of VEEV TC-83 cytopathic effect, confirmation, Vero cells (AID 588727); Vero cells, VEEV TC-83 cytopathic effect inhibition; higher % means a stronger effect; one-dose inhibition, % at 20 µM; IC50 in µM for titrated hits; 0.13% of 350,000 active; in the data active = a potency from the dose series; inconclusive = inhibition mostly from about 14% at the one dose, without a potency; inactive = the rest, 99 in 100 with inhibition below about 12%; note: strong numbers were not always called active
H1N1 NS1A inhibition – H1N1 influenza NS1A inhibitors, functional cell based assay (AID 504329); NS1A functional cell-based assay, percent inhibition; higher % means a stronger effect; one-dose inhibition, % at 12.5 µM; IC50 in µM for titrated hits; 0.3% of 340,000 active; in the data active = a potency from the dose series; inconclusive = inhibition above about 27% without an active follow-up result; note: strong numbers were not always called active
tuberculosis growth – growth inhibition of non-replicating M. tuberculosis (AID 488890); Mycobacterium tuberculosis non-replicating, growth inhibition; higher % means a stronger effect; inhibition, % at 25 µM, or IC50 in µM where a hit was titrated; 0.39% of 320,000 active; in the data active = a potency from the dose series; inconclusive = inhibition mostly from about 82% at the one dose, without a potency; inactive = the rest, 99 in 100 with inhibition below about 76%;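 note: plate controls were DMSO cells for no effect and high antibiotic wells for full effect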
H37Rv inhibition – M. tuberculosis growth inhibition, HTS (AID 449762); M. tuberculosis H37Rv growth inhibition, 7H9 media; higher % means a stronger effect; 0.59% of 330,000 active; one-dose inhibition, % at 25 µM; IC50 in µM for titrated hits; in the data active = a potency from the dose series; inconclusive = inhibition above about 70% without an active follow-up result;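 note: bacterial growth assessed after seven days of incubation; strong numbers were not always called active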
PhoP GFP inhibition – PhoP regulon inhibitors, Salmonella typhi PhoP promoter GFP reporter, confirmatory (AID 1850); Salmonella Typhi PhoP-promoter GFP reporter, fluorescence, 4 h; higher % means a stronger effect; 0.33% of 310,000 active; inhibition, % at 50 µM; hits with a dose series show IC50 in µM; in the data active = a potency from the dose series; inconclusive = inhibition mostly from about 25% at the one dose, without a potency; inactive = the rest, 99 in 100 with inhibition below about 19%;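 note: 0% = induced wells with vehicle and 100% = uninduced wells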
inhibitors of VEEV 10K pilot screen – recorded beside inhibitors of VEEV, whose call it bears; inhibition, %; measured here: 10K pilot screen inhibition
Numbers without * were called inactive; i = inactive; u = inconclusive; x = not tested or not shown. Random draw from the library, and some 1.5% of all compounds hit somewhere here.

SMILES | inhibitors of VEEV | H1N1 NS1A inhibition | tuberculosis growth | H37Rv inhibition | PhoP GFP inhibition | others
N#CCCn1c(SCC(=O)c2c[nH]c3ccccc23)nc2ccccc21 | 8.9% | 1% | 21% | -7% | 5%
O=C(CCCCCN1C(=O)CCC1=O)NCc1ccccc1 | 1.0% | -4% | -9% | -4% | -1%
CC(C)CN1C(=O)C(=O)N(CC(=O)NC(C)CCc2ccccc2)C1=O (centres undefined) | 0.4% | -5% | x | x | x
CC1=C(c2ccccc2)C(O)(c2ccccc2)C(C)C1=O (centres undefined) | 1.6% | 3% | x | x | x
C/C(=N/N1CCN(Cc2cccc3ccccc23)CC1)c1cccnc1 | i | -3% | -17% | 6% | -3%
O=C(C[n+]1cc2ccccc2c2ccccc21)c1ccccc1 | 0.8% | -9% | 13% | 5% | 12%
O=C(CCS(=O)(=O)c1ccc2c(c1)NC(=O)CS2)NCCc1ccccc1 | 0.8% | 6% | -8% | 0% | -3%
O=C(NCCn1cccn1)C1CCC(=O)N(CCc2ccccc2)C1 (centres undefined) | 1.0% | -8% | -2% | -8% | -10%
Cc1cccc(NC(=S)N2CCC(NC(=O)C3CCCCC3)CC2)c1 | 0.2% | 10% | -34% | -2% | -1%
C=C(C)CN=CC1(C)CCC(C)=CO1 (centres undefined) | i | 0% | x | x | x
CCCOc1ccc(CNC(=O)Cn2c(=O)oc3ccccc32)cc1 | 1.0% | 22% | x | 10% | 18%
Cc1onc(-c2ccccc2Cl)c1C(=O)NCCCc1ccccc1 | 3.7% | -9% | 6% | 5% | 2%
CCc1nnc(NC(=O)CSc2nnc(-c3ccccc3O)o2)s1 | i | 5% | 1% | 8% | -3%
Cc1ccc(C(=O)NC2CCN(CCCC(=O)c3ccc(F)cc3)CC2)cc1 | 0.3% | -4% | 15% | -1% | -3%
O=C(Nc1ccnn1C1CCN(C(=O)Cc2ccccc2F)CC1)C1CC1 | 1.1% | 11% | -8% | -8% | -7%
CCN1CCN(C(=S)Nc2cc(S(=O)(=O)N(CC)CC)ccc2C)CC1 | 0.0% | -14% | 20% | 7% | 9%
CC(C)(C)C1CCc2c(sc3ncn(N)c(=N)c23)C1 (centres undefined) | 5.4% | -7% | 48% | 5% | 15%
CCCCC1CCC(/C(N)=N/O)CC1 (centres undefined) | i | -7% | 9% | -6% | 5% | inhibitors of VEEV 10K pilot screen=0.6
COCc1cc(C)nc2sc(C(=O)NC3CCCCC3)c(N)c12 | 6.6% | -3% | 21% | 9% | -3%
Cc1cc(C)nc(Nc2nc3ccccc3s2)n1 | 1.3% | -2% | -2% | -2% | -19%

18 compounds out of the list, sorted by molar mass, ascending:
SMILES | inhibitors of VEEV | H1N1 NS1A inhibition | tuberculosis growth | H37Rv inhibition | PhoP GFP inhibition | others
C=C(C)CN=CC1(C)CCC(C)=CO1 (centres undefined) | i | 0% | x | x | x
CCCCC1CCC(/C(N)=N/O)CC1 (centres undefined) | i | -7% | 9% | -6% | 5% | inhibitors of VEEV 10K pilot screen=0.6
Cc1cc(C)nc(Nc2nc3ccccc3s2)n1 | 1.3% | -2% | -2% | -2% | -19%
CC(C)(C)C1CCc2c(sc3ncn(N)c(=N)c23)C1 (centres undefined) | 5.4% | -7% | 48% | 5% | 15%
CC1=C(c2ccccc2)C(O)(c2ccccc2)C(C)C1=O (centres undefined) | 1.6% | 3% | x | x | x
O=C(C[n+]1cc2ccccc2c2ccccc21)c1ccccc1 | 0.8% | -9% | 13% | 5% | 12%
O=C(CCCCCN1C(=O)CCC1=O)NCc1ccccc1 | 1.0% | -4% | -9% | -4% | -1%
COCc1cc(C)nc2sc(C(=O)NC3CCCCC3)c(N)c12 | 6.6% | -3% | 21% | 9% | -3%
CCCOc1ccc(CNC(=O)Cn2c(=O)oc3ccccc32)cc1 | 1.0% | 22% | x | 10% | 18%
C/C(=N/N1CCN(Cc2cccc3ccccc23)CC1)c1cccnc1 | i | -3% | -17% | 6% | -3%
Cc1onc(-c2ccccc2Cl)c1C(=O)NCCCc1ccccc1 | 3.7% | -9% | 6% | 5% | 2%
CC(C)CN1C(=O)C(=O)N(CC(=O)NC(C)CCc2ccccc2)C1=O (centres undefined) | 0.4% | -5% | x | x | x
N#CCCn1c(SCC(=O)c2c[nH]c3ccccc23)nc2ccccc21 | 8.9% | 1% | 21% | -7% | 5%
CCc1nnc(NC(=O)CSc2nnc(-c3ccccc3O)o2)s1 | i | 5% | 1% | 8% | -3%
O=C(Nc1ccnn1C1CCN(C(=O)Cc2ccccc2F)CC1)C1CC1 | 1.1% | 11% | -8% | -8% | -7%
Cc1ccc(C(=O)NC2CCN(CCCC(=O)c3ccc(F)cc3)CC2)cc1 | 0.3% | -4% | 15% | -1% | -3%
CCN1CCN(C(=S)Nc2cc(S(=O)(=O)N(CC)CC)ccc2C)CC1 | 0.0% | -14% | 20% | 7% | 9%
O=C(CCS(=O)(=O)c1ccc2c(c1)NC(=O)CS2)NCCc1ccccc1 | 0.8% | 6% | -8% | 0% | -3%

(more compounds)
SMILES | inhibitors of VEEV | H1N1 NS1A inhibition | tuberculosis growth | H37Rv inhibition | PhoP GFP inhibition | others
CN(Cc1ccccc1)C(=O)c1ccc(NC(=O)Cc2cccc(NC(=O)C3CCN(C(=O)C4CC4)CC3)c2)cc1 | 6.2% | 8% | 5% | 6% | x
O=C(NCc1ccc(OC(F)(F)F)cc1)C1CC(c2ccccc2C(F)(F)F)=NO1 (centres undefined) | i | -11% | 18% | 5% | 3% | inhibitors of VEEV 10K pilot screen=1.3
c1ccc(-c2nc(CSc3nnc(-c4cccs4)o3)cs2)cc1 | i | -5% | u | 3% | 10%
CC(C)CC(NC(N)=O)C(=O)Nc1ccc2c(c1)OCO2 (centres undefined) | 5.2% | -4% | -2% | -2% | 6%
C#CCOCCOCCOCCNc1nc(N2CCN(C(=O)CCCCCCCCCCNC(=O)[C@H](CCCN=C(N)N)n3cc(C[C@@H](C)CC)nn3)CC2)nc(N2CCN(C(=O)CCCCCCCCCCNC(=O)[C@@H]([C@H](C)CC)n3cc(CCCCCN)nn3)CC2)n1 | x | x | u | u | u
Cc1ccccc1S(=O)(=O)c1c(C)cc(C)n(CC(C)C)c1=O | i | 1% | 10% | -4% | 7%
Cn1c(=O)c2c(nc(N3CCCC3)n2CC(O)CO)n(C)c1=O (centres undefined) | 0.9% | -10% | 3% | 2% | 6%
O=C(c1ccc(Br)o1)N1CCN(c2ccccn2)CC1 | 3.1% | 0% | 28% | -2% | -4%
CC(C)C1C2=C(CC(C)(C)CC2=O)ON1c1ccccc1 (centres undefined) | 1.9% | 1% | 11% | 14% | 6%
N#CC(C#N)=Cc1cnc(N2CCN(c3ccccc3)CC2)s1 | 2.2% | -3% | -8% | 5% | -31%
Cc1cc(/C=C2\C(=N)N3C(SCc4ccccc4)=NSC3=NC2=O)c(C)n1Cc1ccccc1 | i | 2% | -7% | -3% | -19%
CCc1cc(=O)[nH]c(-n2[nH]c(-c3ccccc3)cc2=O)n1 | 2.7% | -8% | -8% | -1% | 0%
COc1ccc(CNc2ccc3c(c2)CCC3)cc1OC | x | x | 73% | u | -10%
CC(=O)c1ccc(NC(=O)C(C)Sc2nnc3ccccn23)cc1 (centres undefined) | 0.2% | -5% | -11% | -6% | x
C/C(=N\NC(=O)c1nnn(-c2nonc2N)c1CN1CCCCC1)c1ccccc1O | 12% | -7% | 30% | 6% | -9%
Cc1ccc(-c2nn(C)c(=O)c3ccccc23)cc1S(=O)(=O)NCCN1CCOCC1 | 2.0% | -11% | -2% | -8% | 0%
Cc1ccc(N2C(=O)[C@@H]3[C@H](C2=O)C2c4ccccc4C=NN2[C@@H]3C(=O)c2ccc(Cl)cc2)cc1 (some centres undefined) | 0.2% | 13% | 14% | 2% | 2%
O=C1N/C(=C\c2nc3ccccc3s2)c2ccccc21 | x | x | -3% | 2% | 0%
COc1ccc(/C=C(\NC(=O)c2ccc(OC)cc2)C(=O)Nc2ccccc2C(=O)O)cc1 | 0.9% | -9% | 73% | 11% | -7%
O=C(C1CCCN(S(=O)(=O)c2cccs2)C1)N1CCc2ccccc2C1 (centres undefined) | 3.9% | 9% | 12% | 5% | -10%
